PME-1 primary – blocks human protein phosphatase methylesterase 1; actives 0.53% (n = 320,000); inhibition, % at 5.9 µM; recombinant PME-1, FP-Rh probe fluorescence polarization; Q9Y570; AID 2130;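 active = inhibition above the campaign mean of all compounds plus 3 SD, cut at about 26% in these data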;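 note: competitive labeling of PME-1 active site by serine hydrolase directed probe; 0% = PME-1 with DMSO and 100% = wells lacking PME-1 enzyme; inhibitors block probe labeling so polarization falls and inhibition rises; many of its hits are not listed in these tables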
Target sequence (Q9Y570 whole entry, looked up): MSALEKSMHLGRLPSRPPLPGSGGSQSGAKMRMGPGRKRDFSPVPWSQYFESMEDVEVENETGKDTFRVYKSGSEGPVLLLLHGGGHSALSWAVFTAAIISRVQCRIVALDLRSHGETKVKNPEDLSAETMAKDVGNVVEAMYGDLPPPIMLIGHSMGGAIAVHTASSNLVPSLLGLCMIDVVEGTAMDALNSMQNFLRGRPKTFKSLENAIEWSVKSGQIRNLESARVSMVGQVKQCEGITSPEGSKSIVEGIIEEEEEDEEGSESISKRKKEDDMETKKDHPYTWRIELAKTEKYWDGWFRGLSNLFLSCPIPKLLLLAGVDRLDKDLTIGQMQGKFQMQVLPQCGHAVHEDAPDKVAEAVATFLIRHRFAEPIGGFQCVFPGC
BCLXL inh – inhibitors of human Bcl-xL; GST-Bcl-xL / FITC-Bim BH3 peptide fluorescence polarization; inhibition, % at 10.9 µM; actives 0.7% (n = 320,000); Q07817; AID 2129;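 active = inhibition above the mean of all tested compounds plus 3 SD, cutoff set per campaign, cut at about 30% in these data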;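 note: 0% = DMSO wells and 100% = unlabeled Bim-BH3 peptide competitor; inhibitors lower millipolarization by displacing the labeled peptide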
Target sequence (Q07817 whole entry, looked up): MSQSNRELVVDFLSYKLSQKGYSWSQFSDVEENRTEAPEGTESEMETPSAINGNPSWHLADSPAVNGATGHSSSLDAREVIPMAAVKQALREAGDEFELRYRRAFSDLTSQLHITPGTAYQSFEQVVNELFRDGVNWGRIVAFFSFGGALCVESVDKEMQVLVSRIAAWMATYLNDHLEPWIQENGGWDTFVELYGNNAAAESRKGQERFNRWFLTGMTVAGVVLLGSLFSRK
PAD4 inh – blocks human protein arginine deiminase 4. recombinant PAD4, RCA probe fluorescence polarization. inhibition, % at 6.36 µM. actives 0.41% (n = 330,000);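 active = percent inhibition above a cutoff equal to the mean of all tested compounds plus 3 SD, cut at about 15% in these data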;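 note: 0% = PAD4 with RCA probe and DMSO and 100% = probe without PAD4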
GLD-1 TGE inh – GLD-1-TGE RNA interaction inhibition (C. elegans); purified GLD-1 + fluorescein TGE RNA, fluorescence polarization; AID 2280; actives 0.44% (n = 320,000); inhibition, % at 5.96 µM;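 active = percent inhibition above a per-plate cutoff, the plate mean of test compounds plus 3 SD, cut at about 30% in these data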;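 note: 0% = DMSO wells with GLD-1 and probe and 100% = wells lacking GLD-1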
MEX-5 binding – C. elegans MEX-5 TCR-2 RNA binding activity | Q9XUB2 | MEX-5/FITC-TCR2 RNA binding, fluorescence polarization; active compounds read low | activity score (negative = inhibition of binding), % at 10 µM | actives 0.38% (n = 300,000) | AID 1832;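 active = inhibition past about -25% in most replicates, and total fluorescence under double the plate's negative control median, limit read from the data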;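 note: 0% = DMSO and -100% = 5 µM competing unlabeled TCR2 RNA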
GSTO1 inh – GSTO1 inhibition, counter-screen for RBBP9 inhibitors. P78417. recombinant GSTO1, activity-based probe fluorescence polarization. inhibition, % at 5.96 µM. actives 1.1% (n = 300,000). AID 1974;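 active = inhibition above the campaign mean inhibition plus 3 SD, cut at about 35% in these data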;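 note: 0% = GSTO1-1 with DMSO and 100% = wells lacking GSTO1-1 enzyme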
Target sequence (P78417 whole entry, looked up): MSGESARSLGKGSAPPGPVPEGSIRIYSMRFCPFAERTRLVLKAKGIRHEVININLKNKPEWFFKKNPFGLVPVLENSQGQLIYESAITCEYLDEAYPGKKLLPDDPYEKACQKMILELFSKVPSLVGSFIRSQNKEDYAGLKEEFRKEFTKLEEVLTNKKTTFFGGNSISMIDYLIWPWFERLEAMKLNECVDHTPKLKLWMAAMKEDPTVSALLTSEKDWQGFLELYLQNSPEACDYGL
Fam108B inh – Fam108B inhibition, counter-screen for RBBP9 inhibitors; recombinant Fam108B, FP-Rh probe fluorescence polarization; actives 0.33% (n = 300,000); inhibition, % at 9.51 µM;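 active = inhibition above the screen mean inhibition plus 3 SD, computed separately per campaign, cut at about 18% in these data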;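 note: inhibitors lower polarization as less probe binds the enzyme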
TPT1 inh – blocks Candida albicans tRNA 2'-phosphotransferase | AID 1962 | actives 0.81% (n = 300,000) | inhibition, % at 5 µM | recombinant caTPT1, FP RNA substrate dephosphorylation;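 active = inhibition above the mean of all tested compounds plus 3 SD, set per screening campaign, cut at about 24% in these data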;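 note: plate controls were DMSO alone for no effect and ferristatin control at 100 nM for full effect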
MCL1-BIM inh – disrupts human MCL1 binding to BIM-BH3 peptide. Q07820. GST-MCL1 / FITC-Bim-BH3 fluorescence polarization. inhibition, % at 10.9 µM. actives 0.68% (n = 320,000);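 active = inhibition above the mean inhibition of all tested compounds plus 3 SD, set per campaign, cut at about 40% in these data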;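 note: 0% = DMSO wells and 100% = unlabeled Bim-BH3 peptide control; higher means more loss of mP so more displacement of Bim peptide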
Starred values were filed as active, the others as inactive; . = no result given. An excerpt. The share of hits here may be higher or lower than overall.

Sample of the layout, 7 compounds:
Values run as follows: PME-1 primary | BCLXL inh | PAD4 inh | GLD-1 TGE inh | MEX-5 binding | GSTO1 inh | Fam108B inh | TPT1 inh | MCL1-BIM inh
1	Cc1ccccc1OCC(=O)NCC(c1cccs1)N1CCOCC1 (configuration not stated)
    6 | 10 | -1 | 3 | -1.0 | 4 | 4 | -3 | 5
2	O=C(Cc1ccc(S(=O)(=O)N2CCOCC2)s1)Nc1ccc(N2CCOCC2)cc1
    5 | 4 | -1 | 2 | -1.8 | 17 | 2 | 2 | -2
3	CC(C)Oc1ccc(C(=O)Nc2ccc(N(C)C)cc2)cc1
    0 | -10 | -1 | 1 | 0.2 | -1 | 2 | -1 | 6
4	CC(OC(=O)/C(C#N)=C/c1ccc(N(C)C)cc1)C(=O)NCc1ccco1 (configuration not stated)
    -45 | 111* | -25 | 77* | -2.9 | -15 | -24 | -29 | 129*
5	O=C(Nc1ccccc1-c1ccccc1)C1CCCCC1
    -1 | 3 | -3 | 0 | 1.1 | 4 | -1 | 1 | -3
6	CCN(CC)S(=O)(=O)c1ccc(N2CCCC2)c(NC(=O)c2ccncc2)c1
    -1 | 2 | -1 | -5 | -1.5 | -4 | 3 | -2 | -6
7	CNC(=O)NNC(=O)c1csc(-c2ccc(C(F)(F)F)cc2Cl)n1
    -4 | 7 | 2 | -7 | -1.7 | -6 | 5 | 2 | 3

The listing, repeating the preview:
Values run as follows: PME-1 primary | BCLXL inh | PAD4 inh | GLD-1 TGE inh | MEX-5 binding | GSTO1 inh | Fam108B inh | TPT1 inh | MCL1-BIM inh
1	Cc1ccccc1OCC(=O)NCC(c1cccs1)N1CCOCC1 (configuration not stated)
    6 | 10 | -1 | 3 | -1.0 | 4 | 4 | -3 | 5
2	O=C(Cc1ccc(S(=O)(=O)N2CCOCC2)s1)Nc1ccc(N2CCOCC2)cc1
    5 | 4 | -1 | 2 | -1.8 | 17 | 2 | 2 | -2
3	CC(C)Oc1ccc(C(=O)Nc2ccc(N(C)C)cc2)cc1
    0 | -10 | -1 | 1 | 0.2 | -1 | 2 | -1 | 6
4	CC(OC(=O)/C(C#N)=C/c1ccc(N(C)C)cc1)C(=O)NCc1ccco1 (configuration not stated)
    -45 | 111* | -25 | 77* | -2.9 | -15 | -24 | -29 | 129*
5	O=C(Nc1ccccc1-c1ccccc1)C1CCCCC1
    -1 | 3 | -3 | 0 | 1.1 | 4 | -1 | 1 | -3
6	CCN(CC)S(=O)(=O)c1ccc(N2CCCC2)c(NC(=O)c2ccncc2)c1
    -1 | 2 | -1 | -5 | -1.5 | -4 | 3 | -2 | -6
7	CNC(=O)NNC(=O)c1csc(-c2ccc(C(F)(F)F)cc2Cl)n1
    -4 | 7 | 2 | -7 | -1.7 | -6 | 5 | 2 | 3
8	COc1cccc(CC(=O)NNC(=O)c2c(-c3ccccc3)noc2C)c1
    0 | 1 | 5 | 8 | -0.7 | 0 | -2 | -1 | 1
9	COc1nnc(-c2ccc(N3CCOCC3)c(NC(=O)c3ccc(C)cc3)c2)c2ccccc12
    -7 | -2 | -6 | 11 | 0.7 | -1 | 3 | 1 | 3
10	COc1cc2c(c3oc(-c4ccccc4)cc(=O)c13)C=CC(C)(C)O2
    -1 | 0 | -4 | 0 | 1.2 | -18 | -7 | -4 | -3
11	CCOC(=O)N1CCN(C(=O)c2cc3ccccc3o2)CC1
    -8 | -10 | -1 | -7 | 0.9 | -3 | -5 | 3 | -9
12	Cc1cc(N2CCN(c3nnnn3-c3ccccc3)CC2)n2ncnc2n1
    3 | 6 | -2 | -2 | -1.2 | 4 | -1 | -9 | 2
13	O=C(COc1cccc(Cl)c1)Nc1cc(S(=O)(=O)N2CCOCC2)ccc1N1CCOCC1
    -2 | 4 | 1 | 4 | -1.5 | 6 | -1 | 0 | -1
14	CCOC(=O)CN(C(=O)Cn1nnc2ccccc21)C(C(=O)NCCOC)c1ccccc1C (configuration not stated)
    0 | 4 | -1 | 0 | 1.4 | 0 | -4 | -1 | 0
15	COc1ccc(S(=O)(=O)N2CCC(C(=O)Nc3ccc4c(c3)OCCO4)CC2)cc1OC
    6 | 6 | -6 | -6 | 4.1 | 7 | 6 | -7 | 7
16	CC(C)c1ccc(C(=O)NN2CCOCC2)cc1
    5 | 3 | -1 | -3 | 5.4 | 5 | -1 | 0 | 0
17	O=S(=O)(NC1CCCCC1)c1ccc(Cl)s1
    -11 | 3 | 0 | -5 | 1.5 | -1 | -3 | -1 | 5
18	Cc1cc(C(=O)COc2ccc(C#N)cc2)c(C)n1C1CC1
    0 | 1 | 3 | 4 | -0.2 | -3 | 2 | 1 | -3
19	CCCC(=O)Nc1nc2nc(-c3ccccc3)cc(=O)n2[nH]1
    -1 | 2 | 5 | 11 | -2.2 | -4 | -2 | -2 | 3
20	O=C(CCS(=O)(=O)c1ccccc1)Nc1nnc(C(F)(F)F)s1
    -8 | 3 | 0 | -1 | 0.8 | -7 | 0 | -2 | -2
21	COc1ccc2c(c1)c(CC(=O)NCc1cc([N+](=O)[O-])ccc1O)c(C)n2C(=O)c1ccc(Cl)cc1
    -76 | 9 | -1 | -4 | 1.8 | -11 | -65 | -1 | 13
22	COC(=O)C1=C(C)NC(=O)NC1c1ccco1 (configuration not stated)
    2 | -1 | 2 | -4 | -0.9 | 3 | -2 | -1 | -12
23	O=C(Oc1ccc(O)cc1)C12CC3CC(CC(C3)C1)C2
    -5 | 10 | -1 | 0 | -1.8 | 15 | -5 | 1 | 4
24	O=C(c1cccs1)N1CCN(c2ccc(Cl)cc2)CC1
    -1 | -4 | -1 | 9 | -2.4 | -7 | 6 | 0 | -6
25	COC(=O)C(NC(=O)CNS(=O)(=O)c1ccc(Br)cc1)c1ccccc1 (configuration not stated)
    0 | 2 | 1 | 3 | 2.3 | -5 | 1 | -2 | -2
26	CN(Cc1ccccc1)C(=O)CC(c1ccccc1)c1cc(Cl)ccc1O (configuration not stated)
    -5 | -6 | -3 | 0 | -0.1 | 58* | -6 | 2 | 0
27	COc1ccc(C(CNC(=O)c2cccn2C)N2CCOCC2)cc1 (configuration not stated)
    5 | 7 | 2 | -5 | . | . | . | . | 6
28	Cc1ccc(C)c2nc(Cl)c(C3NC(=O)c4ccccc4N3)cc12 (configuration not stated)
    -6 | 6 | -3 | -2 | -1.3 | -4 | 1 | -2 | 6
29	CCOc1[nH]n(-c2ccccc2)c(=O)c1C=NCc1ccncc1
    3 | 0 | -3 | 2 | -1.2 | 3 | -3 | 3 | 0
30	CCN(CC)C(=O)/C(=C\c1cccc([N+](=O)[O-])c1)NC(=O)c1ccco1
    8 | 4 | -1 | 5 | 0.3 | 1 | 0 | -5 | 11
31	c1ccc(Cn2nnc3c(N4CCCC4)ncnc32)cc1
    2 | 0 | -3 | 4 | -0.5 | -4 | -1 | -1 | 23
32	COc1ccc(CC(=O)N2CCN(c3ccccc3OC)CC2)cc1OC
    -1 | 0 | 0 | -1 | 2.6 | 2 | -2 | -3 | 2
33	COc1ccc2nc(N3C(=O)CC(Cc4cc(C)cc(C)c4)C3=O)sc2c1 (configuration not stated)
    3 | 2 | -4 | -3 | -0.8 | 1 | -4 | -3 | 3
34	CN(C)c1ccc(P(=O)(CC(=O)N/N=C/c2ccc(C#N)cc2)OCCCl)cc1 (configuration not stated)
    0 | 1 | -4 | -2 | 1.4 | -4 | 5 | 2 | -7
35	COc1ccc2c(c1)[C@H]1[C@H](CO2)[C@H](c2ccccc2)[C@]2(C)C(=O)Nc3cc(F)c(F)cc3C(=O)N12
    -19 | 2 | -5 | 5 | . | -4 | -14 | -2 | -4
36	CC1=NN(c2ccc([N+](=O)[O-])cc2)C(c2ccccc2)C1 (configuration not stated)
    4 | -13 | 4 | -10 | -0.5 | 4 | 2 | 7 | -16
37	CN1C/C(=N\S(=O)(=O)c2ccccc2)N(C)C1=O
    -1 | 6 | -1 | -2 | 0.4 | 8 | -1 | -7 | 3
38	O=C(COc1ccc(F)cc1Br)N1CCc2ccccc21
    -3 | -4 | -5 | 4 | 1.7 | -6 | 1 | 5 | -12
39	Cn1cc(S(=O)(=O)Nc2ccc(Cl)cc2Cl)c(=O)n(C)c1=O
    1 | 2 | 2 | -1 | -0.2 | -3 | -3 | 1 | -3
40	C=CCn1c(SCC(=O)c2ccc(O)c(O)c2)nnc1-c1ccc(C)cc1
    7 | 7 | 4 | -2 | . | . | . | . | 27
41	Cc1c(NC(=S)NC(=O)c2cc3ccccc3o2)c(=O)n(-c2ccccc2)n1C
    -5 | 5 | 4 | 0 | -1.4 | 0 | 0 | -3 | 10
42	COc1ccc(C2=NOC(Cn3nc(C(=O)NCC4CC4)cc3-c3ccccc3)C2)cc1 (configuration not stated)
    -1 | -5 | 4 | 0 | 1.4 | -4 | 0 | 0 | -7
43	Cn1cccc1Cc1nnc(SCC(N)=O)n1CCc1ccccc1
    -4 | -5 | -6 | 5 | -0.2 | 0 | -2 | -2 | 0
44	COc1ccc(Cl)cc1C(=O)N1CCN=C1SC
    -4 | -8 | -6 | 4 | -1.1 | -1 | 1 | -4 | -5
45	COC(=O)Cc1c(O)ccn(Cc2ccc(F)cc2)c1=O
    7 | 4 | -6 | -3 | -0.4 | -5 | -2 | -1 | -1
46	C#CCOCCOCCOCCNc1nc(N2CCOCC2)nc(N2CCN(C(=O)[C@H](Cc3ccc(O)cc3)n3cc([C@@H](N)C(C)CC)nn3)CC2)n1 (some centres not stated)
    6 | -1 | 5 | -1 | -0.2 | 18 | 2 | -3 | 4
47	Cc1ccc2[nH]c(=O)c(CN(C(=O)c3cccs3)c3ccccc3)cc2c1
    3 | 6 | 1 | 10 | 2.5 | 2 | 3 | 1 | 13
48	O=C(CNC(=O)Cc1ccccc1)NCc1cccc(C(F)(F)F)c1
    2 | -2 | -1 | -3 | -1.9 | 1 | 2 | 0 | 0
49	O=C(c1ccc(=O)[nH]n1)N1CCc2ccccc2C1
    4 | 4 | -2 | 6 | 1.0 | -6 | -2 | -2 | 4
50	CCN(CC(=O)Nc1cc(OC)ccc1OC)Cc1nc2ccccc2c(=O)[nH]1
    3 | 2 | 3 | -5 | 1.0 | -7 | 1 | -2 | 6
51	C/C(=N\NC(=O)c1nnn(-c2nonc2N)c1-c1ccc2c(c1)OCO2)c1ccc(F)cc1
    -2 | 0 | -6 | -2 | 0.4 | 4 | -1 | 3 | 6
52	CCNc1nc(NCC)n2c(SCC(=O)Nc3ccccc3[N+](=O)[O-])nnc2n1
    -7 | 3 | -4 | -8 | -2.1 | 3 | -9 | 1 | 8
53	O=C(COC(=O)/C=C/c1ccccc1)NCc1ccc(Cl)cc1
    4 | 5 | -2 | 9 | -0.2 | 10 | 1 | -2 | 6

Retrieved by structure from above:
Values run as follows: PME-1 primary | BCLXL inh | PAD4 inh | GLD-1 TGE inh | MEX-5 binding | GSTO1 inh | Fam108B inh | TPT1 inh | MCL1-BIM inh
53	O=C(COC(=O)/C=C/c1ccccc1)NCc1ccc(Cl)cc1
    4 | 5 | -2 | 9 | -0.2 | 10 | 1 | -2 | 6
49	O=C(c1ccc(=O)[nH]n1)N1CCc2ccccc2C1
    4 | 4 | -2 | 6 | 1.0 | -6 | -2 | -2 | 4

Screens from PubChem BioAssay.
